ssDAF-12 act: S. stercoralis DAF-12 nuclear receptor activators, primary screen, cell-based, luminescence, HEK293, GRIP1 co-expression, lit1-tk-luc; 1% of 370,000 active; HEK293 ssDAF-12/GRIP1 lit1-tk-luc reporter; % of 3 µM dafachronic acid response; AID 652126, 2013; Nuclear hormone receptor DAF-12 (Strongyloides stercoralis); activation, % at 6.8 µM;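 active means activation above the mean over all tested compounds plus 3 SD, cut at about 0.9% in these data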;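 further: 0% = DMSO-only wells and 100% = 3 µM delta7-dafachronic acid wells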
ADAM10 inh: human ADAM10 inhibitors, primary screen, biochemical, QFRET, HTS | Disintegrin and metalloproteinase domain-containing protein 10 (Homo sapiens), O14672 | recombinant ADAM10, EDANS/DABCYL FRET peptide cleavage, 3 h | inhibition, % at 7 µM | 0.62% of 370,000 active | AID 720582, 2013;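 active means inhibition above a per-campaign cutoff equal to the mean of compounds falling between control-based bounds plus 3 SD, cut at about 20% in these data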;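 further: 0% = DMSO wells while the 100% control is not disclosed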
Target sequence (O14672 214-748 limits assumed): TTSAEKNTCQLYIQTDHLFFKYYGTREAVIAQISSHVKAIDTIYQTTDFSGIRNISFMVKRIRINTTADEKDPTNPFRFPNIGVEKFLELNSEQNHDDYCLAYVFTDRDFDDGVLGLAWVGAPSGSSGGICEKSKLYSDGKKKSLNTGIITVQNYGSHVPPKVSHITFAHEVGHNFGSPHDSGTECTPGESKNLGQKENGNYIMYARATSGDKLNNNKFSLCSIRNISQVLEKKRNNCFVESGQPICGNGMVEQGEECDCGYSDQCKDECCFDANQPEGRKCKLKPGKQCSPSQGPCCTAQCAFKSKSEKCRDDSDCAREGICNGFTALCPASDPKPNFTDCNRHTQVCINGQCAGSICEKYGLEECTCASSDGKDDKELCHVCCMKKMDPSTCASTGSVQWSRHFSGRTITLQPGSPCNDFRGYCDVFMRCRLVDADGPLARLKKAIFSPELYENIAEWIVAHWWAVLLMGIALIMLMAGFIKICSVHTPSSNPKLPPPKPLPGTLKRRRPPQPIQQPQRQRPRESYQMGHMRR
PLCb3 inh: human PLC-beta3 inhibitors, primary screen, biochemical, fluorescence | 1-phosphatidylinositol 4,5-bisphosphate phosphodiesterase beta-3 (Homo sapiens), Q01970 | Purified PLC-beta3, fluorogenic substrate | inhibition, % at 12.2 µM | 0.18% of 370,000 active | AID 720704, 2013; in the data active means inhibition above about 11%;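 further: 0% = median of compound wells on plate and 100% = full blocker control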
sPLA2-III inh: human group III sPLA2 inhibitors, primary screen, biochemical, QFRET, BODIPY PC-A2 liposome substrate | QFRET BODIPY PC-A2 liposome hydrolysis, fluorescence | inhibition, % at 12.2 µM | 0.56% of 370,000 active | AID 743126, 2013;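 active means inhibition above mean plus 3 SD of compounds lying within the high and low control bounds, cut at about 19% in these data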;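 further: 0% = median of test compound wells and 100% = no enzyme DMSO wells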
Target sequence (Q9NZ20 whole entry, looked up): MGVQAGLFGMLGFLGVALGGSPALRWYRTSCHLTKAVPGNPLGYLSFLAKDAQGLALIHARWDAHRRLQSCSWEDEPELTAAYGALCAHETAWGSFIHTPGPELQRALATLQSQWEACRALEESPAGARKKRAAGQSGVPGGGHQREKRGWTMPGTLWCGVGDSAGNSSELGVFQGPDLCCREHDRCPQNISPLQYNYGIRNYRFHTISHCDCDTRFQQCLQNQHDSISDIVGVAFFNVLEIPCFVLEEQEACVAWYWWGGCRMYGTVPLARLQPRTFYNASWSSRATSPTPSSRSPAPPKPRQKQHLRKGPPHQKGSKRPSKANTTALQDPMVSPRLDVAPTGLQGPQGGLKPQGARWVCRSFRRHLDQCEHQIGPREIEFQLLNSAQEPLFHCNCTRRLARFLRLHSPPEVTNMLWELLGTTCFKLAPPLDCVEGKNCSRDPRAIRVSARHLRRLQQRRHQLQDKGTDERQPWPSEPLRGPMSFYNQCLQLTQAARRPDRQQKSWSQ
ADAM17 inh: ADAM17 inhibitors, primary screen, biochemical, QFRET; 0.83% of 370,000 active; recombinant ADAM17, EDANS/DABCYL FRET peptide cleavage; Disintegrin and metalloproteinase domain-containing protein 17 (Homo sapiens), P78536; inhibition, % at 6.95 µM;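 active means inhibition above the mean of compounds lying between control limits plus 3 SD, set per campaign, cut at about 8.5% in these data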;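 further: 0% = DMSO-only wells as the low control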
FXN GAA850 act: FXN promoter activators, primary screen, cell-based, luciferase luminescence, HEK293 lucGAA850; 0.56% of 360,000 active; activation, % at 6 µM; HEK293 lucGAA850 FXN promoter luciferase reporter, 24 h; percent of 10 µM SAHA response; AID 540364, 2011;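 active means activation above the average of all compounds screened plus 3 SD, cutoff fixed separately per campaign, cut at about 7.5% in these data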;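 further: 0% = DMSO wells and 100% = 10 µM SAHA wells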
hgDAF12 agonist: H. glycines DAF-12 receptor agonists, primary screen, cell-based, luminescence, HEK293, GAL4 fusion, UAS-luciferase. HEK293 GAL4-hgDAF12 UAS-luciferase reporter, agonist luminescence; normalized to butyrate control. activation, % at 6.8 µM. 1.8% of 370,000 active. Nuclear hormone receptor DAF-12 (Heterodera glycines), GAL4 fusion;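 active means activation above a cutoff set at the mean of all screened compounds plus 3 SD, cut at about 10% in these data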;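 further: 0% = DMSO wells and 100% = sodium butyrate wells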
hcDAF12 agonist: H. contortus DAF-12 nuclear receptor activators, primary screen, cell-based, luminescence, HEK293, lit1-tk-luc reporter. AID 652067, 2013. 1.4% of 370,000 active. activation, % at 6.8 µM. HEK293 hcDAF-12 lit1-tk-luc reporter; 0% DMSO, 100% Δ7-dafachronic acid;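 active means activation above the mean of all tested compounds plus 3 SD, cut at about 5.5% in these data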;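 further: 100% = response to 3 µM Δ7-dafachronic acid high control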
DAX1 inh-1: DAX1 (NR0B1) inhibitors on StAR promoter, primary screen, cell-based, luminescence, SF-1 (NR5A1), full-length DAX-1. inhibition, % at 6.8 µM. AID 652010, 2013. 1.1% of 370,000 active. HEK293T StAR-luciferase reporter, SF-1/DAX-1 repression relief;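 active means inhibition above the mean over all tested compounds plus 3 SD, cut at about 3.6% in these data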;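 further: 0% = DAX-1 cells with DMSO and 100% = cells lacking DAX-1 with DMSO; higher inhibition means more luminescence from relief of DAX-1 repression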
PLC-gamma1 inh: PLC-gamma1 enzyme inhibitors, primary screen, biochemical, fluorescence, purified enzyme; inhibition, % at 12.2 µM; 0.84% of 370,000 active; AID 720700, 2013; fluorogenic substrate; in the data active means inhibition above about 9.5%
DAX1 inh-2: DAX1 (NR0B1) inhibitors, primary screen, cell-based, HEK293, Gal4-DAX1, luciferase luminescence; Nuclear receptor subfamily 0 group B member 1 (Homo sapiens), P51843; 0.99% of 340,000 active; AID 504766, 2011; HEK293 Gal4-DAX1 luciferase reporter; inhibition, % at 6.75 µM;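 active means inhibition above the mean over all tested compounds plus 3 SD, cut at about 4.2% in these data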;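 further: 0% = DAX1-transfected cells with DMSO and 100% = empty-vector control cells with DMSO; inhibition shows as a rise in luminescence from relieved DAX1 repression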
Starred values were filed as active, the others as inactive; / = no result given.

Sequence of screens – ADAM10 inh, sPLA2-III inh, hgDAF12 agonist, DAX1 inh-2, DAX1 inh-1, ssDAF-12 act, PLCb3 inh, ADAM17 inh, PLC-gamma1 inh, FXN GAA850 act, hcDAF12 agonist
[1] NC(=O)C1(c2ccccc2)CCOCC1
 : 2.7, 8.3, -2.0, 0.0, -0.4, -1.5, -0.1, -3.7, 0.7, -3.6, -0.6
[2] O=C(CN1C(=O)c2ccccc2S1(=O)=O)NCc1ccccn1
 : -8.1, -0.1, 1.1, -1.5, 0.1, -1.6, 1.7, -1.1, 1.5, -1.2, 0.5
[3] COc1ccc(C2=NN(c3ccccc3)C(c3cccs3)C2)cc1 (configuration not stated)
 : -222.9, -0.5, 1.8, 0.7, 0.3, -0.6, -223.8, -80.5, -171.1, 6.5, 0.0
[4] C=CCN(C(=O)CN1CCOCC1)c1nc(C)c(-c2ccccc2)s1
 : -4.8, -3.7, 6.3, 1.1, 0.4, -1.0, -0.8, -2.9, -0.1, 2.2, 0.1
[5] Cc1ccc(OCCNC(=O)c2ccc3c(c2)OCO3)cc1
 : -7.7, 5.9, 6.3, 0.3, 3.0, -0.4, -11.0, -2.4, -2.5, 4.3, 1.2
[6] COc1nc(NC(C)C)nc(N(C#N)CN2C(=O)c3ccccc3S2(=O)=O)n1
 : -5.9, 3.4, 1.3, -0.6, 1.2, -1.5, -9.3, -3.5, 0.9, 0.0, 0.4
[7] COc1ccc(OC)c(CNS(=O)(=O)c2cn(C)cn2)c1
 : 6.9, 0.7, -1.9, 0.8, 0.4, -0.8, -4.6, -1.9, -1.1, 0.4, -0.3
[8] Cc1cccc(-c2ccc3[nH]c4c(c3c2)CCN2C[C@@H]([C@H](C)O)[C@@H](N(C)C(=O)Nc3ccc(F)cc3)C[C@@H]42)c1
 : -43.1, -8.5, 0.4, -1.5, 0.7, -1.2, -174.4, -11.9, -120.8, -0.5, 1.4
[9] CCn1c(O)c(N=NC(=O)c2cccnc2)c2cc(Br)ccc21
 : 1.9, 5.2, -0.7, 1.3, -0.6, -0.9, 1.4, -1.5, 1.9, 1.9, -1.9
[10] Cc1cc(OCC(=O)Nn2cnnc2)c(C)cc1Br
 : 4.3, 4.4, 1.5, 1.0, 0.1, -1.6, -0.6, 0.4, -3.1, -0.2, 0.7
[11] C(=N\n1cnnc1)/c1cccc(OCCOc2ccccc2)c1
 : 3.3, 5.5, 5.7, -0.2, 1.5, -1.0, -62.6, 0.8, -0.5, 2.6, 0.6
[12] COc1cccc(C(=O)NC(=S)Nc2cccnc2)c1
 : 5.0, 3.7, 7.4, -0.5, 0.7, 1.0*, -1.3, 1.6, -0.9, 5.3, 7.8*
[13] O=C(Nc1cccc(Cl)c1)OC1CCCCc2cccnc21 (configuration not stated)
 : 5.8, -3.9, -0.4, -0.8, 0.1, -1.3, -1.3, 2.3, 1.8, -0.1, -1.0
[14] COc1ccc(CC(NC(C)=O)C(=O)NC2CCN(C(=O)Nc3ccccc3Cl)CC2)cc1OC (configuration not stated)
 : -7.3, 1.5, -1.4, 1.3, -0.5, -0.5, 0.0, -3.9, -1.8, 0.4, -0.7
[15] CN(CC(=O)Nc1ccc(F)cc1)C(=O)COC(=O)C1=COCCO1
 : 3.8, 2.5, 2.1, 1.5, 1.5, -1.4, 4.1, 0.2, 1.1, 1.4, -1.6

Other structures
Sequence of screens – ADAM10 inh, sPLA2-III inh, hgDAF12 agonist, DAX1 inh-2, DAX1 inh-1, ssDAF-12 act, PLCb3 inh, ADAM17 inh, PLC-gamma1 inh, FXN GAA850 act, hcDAF12 agonist
[16] N#Cc1ccc(NC(=O)CSc2nc3[nH]c(=O)cc(O)c3s2)cc1
 : -6.7, -0.9, 2.3, -0.5, 1.6, -1.4, -9.8, -6.2, -3.2, 2.7, -0.1
[17] CCOc1ccc(-n2c(CCc3ccccc3)n[nH]c2=S)cc1
 : 3.1, 9.1, 0.1, 0.4, 0.0, -0.8, -4.9, 1.6, 1.8, 1.2, -1.1
[18] NC(=O)c1ccccc1NS(=O)(=O)c1ccc2c(c1)OCCO2
 : -238.1, -8.5, 0.9, 2.6, 0.0, -1.3, -43.8, -63.6, -32.9, 0.3, -2.6
[19] CCOc1cc(C(=O)N/N=C/c2ccoc2)cc(OCC)c1OCC
 : -13.8, -0.5, 0.8, 0.3, 0.4, -0.9, -9.4, -3.6, -3.4, 1.1, -0.1
[20] Cc1ccccc1SCC(=O)NCC1(N2CCCCC2)CCCCC1
 : 1.2, 8.9, 2.0, 0.0, 0.3, -1.7, 1.8, 0.9, -1.8, -0.9, 0.5
[21] CC1CN(C(=O)CCS(=O)(=O)c2ccccc2)CC(C)O1 (configuration not stated)
 : -0.4, 6.5, -0.5, 1.8, -0.1, -0.9, -9.8, -5.2, 0.9, 3.4, -1.9
[22] CC(C)CC(=O)c1c[nH]c(C(=O)N2CCN(Cc3ccccc3)CC2)c1
 : 5.8, 6.4, -2.0, 0.7, 0.4, -1.3, -6.5, 0.0, 1.0, 0.6, 0.2
[23] Cc1ccc(C2(c3ccccc3)NC(=O)N(CC(=O)N(C)C3CCS(=O)(=O)C3)C2=O)cc1C (configuration not stated)
 : 3.5, -10.1, -0.3, 0.0, -1.1, -1.2, -0.9, -1.1, 3.0, 1.1, -1.9
[24] Cc1cc(C)nc(NC(=O)C2c3ccccc3Oc3ccccc32)n1
 : -2.8, 2.4, 0.1, /, -0.2, -1.3, -2.5, -1.9, 2.7, 0.8, 1.4
[25] Cc1cccc(-n2c(O)c(C=Nc3ccc(O)cc3)c3ccccc3c2=O)n1
 : -76.4, 8.1, -3.3, -1.3, -1.2, -1.1, -69.8, -17.9, -59.0, -2.1, -3.8
[26] CC(C)C[C@@H](CSc1ccccc1)N1CCN(CC(C)C)CCC1=O
 : 3.9, 8.0, 5.6, 2.7, -0.3, -0.9, 3.4, 0.0, 3.1, 3.3, 1.8
[27] COc1cc(C(=O)NCCN=C2NS(=O)(=O)c3ccccc32)cc(OC)c1OC
 : -5.2, 0.8, -1.2, 2.6, -0.2, -1.0, -4.0, -3.8, 0.0, -3.0, -1.8
[28] CCC(CC)NC(=O)Cc1ccc(S(=O)(=O)N2CCOCC2)s1
 : -4.9, -5.4, 1.7, 0.5, 0.1, -1.3, -3.2, -3.6, -3.0, -2.3, -0.5
[29] Cc1cc(C)nc(OC(C(=O)O)C(OCc2ccccc2)(c2ccccc2)c2ccccc2)n1 (configuration not stated)
 : 1.9, -7.7, -2.4, 2.6, 0.0, -1.5, -9.0, -1.2, -0.7, 2.0, -2.4
[30] Cc1ccc(CN2CCC(c3cc(-c4ccc(Cl)cc4)n[nH]3)CC2)cc1
 : 11.1, -13.5, -1.7, 0.1, -0.7, -1.1, -2.0, 6.3, 10.6*, 1.6, -0.8

Further compounds:
Sequence of screens – ADAM10 inh, sPLA2-III inh, hgDAF12 agonist, DAX1 inh-2, DAX1 inh-1, ssDAF-12 act, PLCb3 inh, ADAM17 inh, PLC-gamma1 inh, FXN GAA850 act, hcDAF12 agonist
[31] O=C(Nc1ccc(Br)cc1)O[C@@H]1CC[C@@]23CCCN2C(=O)CCC[C@H]3C1
 : 9.3, -7.4, 1.7, /, /, -1.7, 1.0, 3.5, 2.8, /, -3.5
[32] Cc1cccc(NC(=S)NNC(=O)c2ccc3c(c2)OCO3)c1
 : 3.5, 22.9*, 18.4*, 2.6, 3.9*, 0.0, -0.8, 1.4, -2.5, 3.8, 3.1
[33] Cn1cc(S(=O)(=O)N2CCOCC2)cc1C(=O)Nc1ccc(Cl)cc1
 : 10.8, -12.7, -3.5, -0.5, -0.3, -0.9, 4.2, 1.9, 4.1, 0.4, 0.8
[34] COc1ccc(N=c2scc(C)n2CCCN2CCCC2=O)cc1
 : -4.8, 1.9, -1.6, 1.2, -1.0, -1.7, -6.9, -5.5, 0.0, -0.3, -0.1
[35] O=C(NC(=S)N1CCN(c2nc(-c3ccccc3)cs2)CC1)c1cccnc1
 : 8.9, 8.0, 0.3, -1.1, -0.3, -0.7, -2.4, 2.1, -2.6, 3.1, -2.8
[36] CC(=O)N1CCc2cc(S(=O)(=O)NC(Cc3ccccc3)C(=O)O)ccc21 (configuration not stated)
 : -1.3, 6.9, 0.9, 0.5, 0.5, -0.7, -7.5, -4.7, -3.0, -0.1, -1.6
[37] O=C1CCN(Cc2ccc(Br)cc2)CCN1CCO
 : -1.4, 3.8, -0.6, -0.2, -0.7, -1.0, 0.4, -3.9, 1.4, 1.3, -0.9
[38] CC(C)(C)OC(=O)NCc1ccc(CNC(=O)c2ncn(Cc3ccccc3)c2C(=O)NCc2ccc(CNC(=O)OC(C)(C)C)cc2)cc1
 : -1.8, -0.3, 0.8, -0.4, 0.1, -1.0, 2.5, -5.8, 2.4, 1.4, 0.1
[39] Cc1cn(CC(=O)NCCc2ccccn2)c(=O)[nH]c1=O
 : -2.4, 1.3, 0.2, 0.3, 0.8, -0.8, 2.4, -1.2, 1.8, -2.0, 1.0
[40] CC(NS(=O)(=O)c1ccccc1)C(N)=O (configuration not stated)
 : 11.8, 7.1, -1.1, 0.6, -0.3, -0.6, 3.8, 0.5, 2.8, -1.1, 0.2
[41] CCc1ccc(CNC(=O)c2nn(C)c3c2CS(=O)(=O)c2ccccc2-3)cc1
 : -0.3, -2.3, -1.0, 0.1, 0.0, -0.7, -6.2, 2.4, -0.6, 1.9, 0.2
[42] CCOc1ccc(C(=O)N2CCCC(c3nc(-c4ccc(C)o4)no3)C2)cc1 (configuration not stated)
 : -4.5, -0.9, -3.1, -1.1, -0.5, -0.6, -9.1, -3.9, 0.2, -0.1, -1.3

Screening results as filed in PubChem.
